# NOD1 inhibition: NOD1 signaling inhibitors, primary screen, cell-based, luminescence, uHTS (AID 1578). inhibition, % at 4 µM, or EC50 in µM where a hit was titrated. NOD1-driven NF-kB luciferase reporter cells, luminescence; higher % means a stronger effect. 290,000 compounds, 1% hits; in the data active means inhibition mostly above about 36%, no sharp cut-off; inactive means mostly below about 34%;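 further: HEK-293T reporter cells stimulated with the NOD1 agonist gamma-tri-DAP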
# Salmonella PhoP GFP: PhoP-dependent GFP reporter repression – Salmonella Typhimurium, primary screen (AID 1863) | 300,000 compounds, 0.16% hits | inhibition, % at 50 µM, or IC50 in µM where a hit was titrated | S. Typhimurium PhoP-regulated promoter GFP reporter, 4 h; higher % means a stronger effect;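 active means inhibition over 29.93%, a cutoff 3 SD above the screen mean, later confirmed by dose response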;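 further: 0% = low Mg2+ inducing control and 100% = high Mg2+ repressing control; strong numbers were not always called active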
# Siah-1 displacement: Siah-1 peptide-binding antagonists, primary screen, biochemical, fluorescence polarization, rhodamine-plectin, uHTS (AID 1817); Siah-1 / rhodamine-plectin peptide fluorescence polarization; higher % means a stronger effect; displacement, % at 20 µM; hits with a dose series show IC50 in µM; 290,000 compounds, 0.02% hits;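 active means displacement of at least 50% at 20 µM, with a fluorescence ratio check between 0.3 and a set limit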;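 further: plate controls were Siah plus tracer with DMSO for no effect and tracer alone without Siah for full effect; strong numbers were not always called active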
# KOR beta-arrestin-1: KOR agonists, beta-arrestin recruitment, primary screen, cell-based, luminescence, uHTS (AID 1777) | KOR beta-arrestin recruitment, luminescence; higher % means a stronger effect | activation, % at 10 µM; hits with a dose series show EC50 in µM | 280,000 compounds, 0.02% hits; in the data active means activation above about 50%, passing the limit was not always enough; further: a part of the inactive calls stands beside numbers as strong as those of hits
# Myeloid diff 2: compounds promoting myeloid differentiation | AID 624256 | 360,000 compounds, 1% hits | ER-HoxA9 myeloid progenitors, lysozyme-GFP differentiation, flow cytometry | calls only at 10 µM;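 active means normalized GFP-positive differentiation at or above the plate's own cutoff, the solvent-only control mean plus 3 SD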;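 further: cells exposed to compound for four days before flow analysis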
# HIV fusion peptide: cell-free HIV fusion peptide-binding blockers – biochemical, uHTS, fluorescence dequenching, primary screen (AID 1986). cell-free peptide binding, fluorescence dequenching, 30 min; higher % means a stronger effect. inhibition, % at 20 µM; hits with a dose series show IC50 in µM. 290,000 compounds, 0.3% hits; in the data active means inhibition mostly above about 52%, no sharp cut-off; inactive means mostly below about 76%; further: some results filed as inactive read as strong as hits
# LYP inhibition: inhibitors of LYP phosphatase, biochemical, fluorescence intensity, uHTS (AID 1779). recombinant LYP phosphatase, fluorescence intensity; higher % means a stronger effect. inhibition, % at 11.5 µM; hits with a dose series show IC50 in µM. 290,000 compounds, 0.054% hits;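 further: plate controls were vehicle with enzyme for no effect and no enzyme for full effect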
# HEK293 NOD2/NF-kB: NOD2 signaling inhibitors, cell-based, luminescence, uHTS, HEK293 (AID 1566); HEK293 NOD2/NF-kB luciferase reporter, luminescence; higher % means a stronger effect; 290,000 compounds, 0.63% hits; one-dose inhibition, % at 4 µM; EC50 in µM for titrated hits; further: many of its hits are not listed in these tables
# KOR beta-arrestin-2: KOR antagonists, beta-arrestin recruitment, cell-based, luminescence, uHTS (AID 1778); inhibition, % at 10 µM; hits with a dose series show IC50 in µM; 290,000 compounds, 0.091% hits; KOR beta-arrestin recruitment, luminescence, antagonist mode; higher % means a stronger effect; further: strong numbers were not always called active
# Myeloid diff 2 GFP+ MAC1+ %: further read-out of Myeloid diff 2, marked with its call; GFP+ MAC1+ double positive, %; measured here: differentiation confirmed by MAC1 staining
# Starred values were filed as active, the others as inactive; i = inactive; . = no result given; + = active, no number; [ ] = dose if it differs, or a comment. Unless noted, no stated cut-off is given here; in the data, active means inhibition above about 50%; inactive means the rest. The list is partial; rates above refer to the full screens.
SMILES,NOD1 inhibition,Salmonella PhoP GFP,Siah-1 displacement,KOR beta-arrestin-1,Myeloid diff 2,Myeloid diff 2 GFP+ MAC1+ %,HIV fusion peptide,LYP inhibition,HEK293 NOD2/NF-kB,KOR beta-arrestin-2
Cc1ccc(NC(=O)CSc2nc(C)c(Cc3ccccc3)c(=O)[nH]2)cc1C,10%,5%,-2%,-4.9%,i,0.2,-1.9%,-2%,37%,-28%
Cc1cccc2cc(CN(Cc3ccco3)C(c3nnnn3CCc3ccccc3)C(C)C)c(=O)[nH]c12 (stereo not drawn),26%,20%,2%,14%,i,0.8,2.0%,16%,0%,-2%
O=C(O)C1CC=C(Cl)CC1C(=O)NCc1ccccc1 (stereo not drawn),-10%,3%,-2%,-1.1%,i,1.0,2.1%,-13%,13%,0%
Cc1ccc(C)c(C(C)NC(=O)c2ccccc2Br)c1 (stereo not drawn),-19%,3%,2%,1.8%,i,2.4,2.7%,23%,-31%,-38%
COc1ccc(/C=C2\CC/C(=C\c3ccc(OC)cc3OC)C2=O)c(OC)c1,-1%,0%,9%,-7.3%,i,0.9,30%,3%,-5%,0%
CCC(C)NC(=O)C1CCCCN1S(=O)(=O)c1ccc(F)cc1 (stereo not drawn),-23%,-1%,1%,-1.7%,i,10,1.6%,-4%,-4%,-9%
CCOc1ccc2c(c1)c(N=NC(=N)N)c(O)n2C,-44%,4%,-7%,2.9%,i,0.5,2.5%,5%,-4%,10%
Cc1ccc(/C=N/n2c(-c3ccncc3)n[nH]c2=S)o1,-13%,-1%,0%,-1.8%,i,0.3,-1.0%,-1%,2%,-32%[20 µM]
CCN(CC)S(=O)(=O)c1ccc(-c2csc(C)n2)s1,-16%,-2%,-9%,2.1%,i,0.0,-1.0%,0%,6%,-8%
COc1ccc(NC(C#N)c2ccc(OC)cc2)cc1 (stereo not drawn),-17%,2%,0%,-2.2%,i,0.4,1.2%,-10%,-13%,0%
Cc1ccc2oc(=O)c3cc(C(=O)NCCCN4CC(C)CC(C)C4)sc3c2c1 (stereo not drawn),11%,-2%,-5%,9.2%,i,3.1,-1.9%,-10%,-4%,-22%
COc1cc(OC)c2c(OC)cccc2n1,-16%,5%,6%,3.6%,i,2.8,0.3%,-6%,-2%,-20%
COC(=O)c1ccc(CSc2nnc3c(n2)[nH]c2ccccc23)cc1,8%,-4%,21%,-3.3%,i,0.4,0.2%,-9%,19%,32%
COc1ccc(OC)c(N(CC(=O)NCc2ccccc2)S(=O)(=O)c2ccc(OC)c(OC)c2)c1,-22%,-1%,1%,10%,i,0.5,0.5%,-7%,6%,-18%
O=c1c(-c2ccc3c(c2)OCCO3)coc2cc(OC3OC(CO)C(O)C(O)C3O)ccc12 (stereo not drawn),-10%,-5%,11%,1.6%,i,0.4,-0.7%,-4%,-2%,-1%
Cc1ccc2nc(-c3ccc(NC(=O)CSc4nc(N)cc(=O)[nH]4)cc3)sc2c1,-12%,-3%,8%,3.0%,i,0.3,1.6%,-9%,-97%,-34%
CN(c1ccccc1)c1ccc(/C=N/NC(=O)CC#N)cc1,9%,-12%,-5%,-1.3%,i,0.2,-2.1%,-1%,2%,10%
O=c1cnnc(Nc2ccc(Cl)c(C(F)(F)F)c2)[nH]1,19%,0%,3%,-4.4%,i,0.4,-0.3%,-9%,-2%,-21%
N#CC1=C(N)OC(c2ccccc2)=C(C#N)C1c1ccc2c(c1)OCO2 (stereo not drawn),5%,13%,-2%,-4.8%,i,0.9,-0.8%,-5%,0%,36%
CCCOc1ccccc1/C=C1/C(=O)ON=C1C,0%,1%,2%,-17%,i,0.6,-1.6%,-5%,-7%,-43%
COc1cc2nc(/C=C/c3cc(OC)c(OC)c(OC)c3)sc2cc1SC,3%,1%,-3%,1.4%,i,0.4,-1.8%,-3%,15%,-17%
CC(NC(=O)c1cc2cc(Br)ccc2oc1=N)c1ccccc1 (stereo not drawn),-7%,7%,8%,1.2%,i,1.0,-0.5%,-2%,4%,-2%
CCN(CC)S(=O)(=O)c1ccc2[nH]c(=O)cc(C(=O)Nc3ccc(C)cc3)c2c1,-20%,6%,14%,-3.5%,i,0.3,1.0%,-11%,4%,-31%
CC1CCC(NC(=O)C2c3ccccc3C(=O)N2Cc2ccc3c(c2)OCO3)CC1 (stereo not drawn),-32%,2%,-2%,0.5%,i,1.6,-0.4%,-2%,-12%,21%
CCOC(=O)c1cc(C)sc1NC(=O)CN1CCN(C(=O)C2CCCO2)CC1 (stereo not drawn),-4%,-6%,2%,0.8%,i,0.5,1.2%,-4%,14%,-20%
COc1ccc(/C=C\C(=O)NCC(=O)N/N=C/c2ccc(O)cc2O)cc1,11%,4%,-8%,-0.5%,i,0.9,-0.2%,-1%,27%,21%
Cc1cc(S(=O)(=O)N2CCCOC2CNC(=O)C(=O)NCCCN2CCOCC2)ccc1F (stereo not drawn),-29%,-6%,10%,-0.8%,i,0.4,1.0%,-8%,10%,3%
Cc1cccn2c(=O)c(/C=C3\SC(=S)NC3=O)c(NCCCN3CCOCC3)nc12,-7%,-13%,-6%,-0.3%,+,2.5*,76%,-8%,3%,32%
COc1ccc(CC(=O)c2ccc(O)cc2O)cc1,-6%,-2%,-5%,6.6%,i,4.6,-1.4%,-6%,-99%,9%
CCCCCNCc1cccn1C,-11%,-3%,-1%,-4.5%,i,0.5,-2.1%,-4%,-5%,0%
CCOc1cc(C2C(C(=O)c3ccc(C)cc3)=C(C(=O)OC)Nc3nnnn32)ccc1O (stereo not drawn),-21%,1%,0%,0.5%,i,0.4,-1.6%,1%,-9%,11%
CCC(C)NC(=O)Nc1ccccc1C (stereo not drawn),4%,-5%,2%,0.7%,i,0.8,2.8%,-17%,9%,7%
O=c1ccc2cc(S(=O)(=O)Nc3ccccc3F)ccc2o1,-22%,19%,4%,-3.6%,i,0.5,0.3%,-10%,9%,10%
COc1cc(CN2CCN(Cc3cccc(OC)c3OC)CC2)cc(OC)c1,4%,4%,0%,-2.3%,i,0.0,0.1%,-9%,10%,21%
Cc1ccc(NC(=O)C2=CCN(S(=O)(=O)c3ccc(F)cc3)CC2)c(C)c1,-32%,-11%,-1%,1.7%,i,3.5,1.8%,-3%,11%,-20%
CC(=O)c1cccc(OCc2cc(C(=O)N3C[C@@H](C)O[C@@H](C)C3)no2)c1,-52%,1%,3%,-3.6%,i,3.2,0.9%,-9%,-33%,-26%
CCCOc1ccc(N2C(=O)CC(N3CCCC(C(=O)N4CCCC4)C3)C2=O)cc1 (stereo not drawn),-2%,-4%,2%,-1.5%,i,1.0,-1.2%,-7%,12%,18%
O=C(Cn1nc(Cc2cccnc2)c2ccccc2c1=O)NCc1ccc2c(c1)OCO2,-7%,30%,-3%,4.2%,i,4.6,5.8%,0%,-4%,-12%
CC(=O)C1C(=O)c2c(cccc2[N+](=O)[O-])C1=Nc1ccccc1C (stereo not drawn),-3%,-4%,-4%,-7.7%,.,.,1.2%,0%,-12%,6%
CN(C)c1ccc(-c2nnc(SCC3CCCO3)n2C)cc1 (stereo not drawn),-17%,-2%,-1%,2.8%,i,0.0,-0.6%,-6%,-38%,-9%
COc1ccc(/C(C)=N/N=C2/NC(=O)CC(C(=O)O)S2)cc1 (stereo not drawn),-35%,-7%,-3%,3.2%,i,0.9,3.0%,-2%,-8%,-4%
COc1cc(C)c(CN2CCCCC2CO)cc1C (stereo not drawn),-8%,2%,-4%,-0.4%,+,22*,-3.7%,-9%,9%,-14%
O=C(OCc1nnc(-c2ccccc2)o1)c1ccc(Cl)cc1,-14%,-1%,-6%,3.6%,i,0.1,-0.3%,-5%,18%,-86%[20 µM]
COc1ccccc1Cn1c(=O)c2ccccc2n2c(SCc3csc(C)n3)nnc12,4%,2%,1%,-0.7%,i,1.9,-1.1%,-3%,3%,-42%
COc1ccccc1CCNC(=O)C(=O)NCC1OCCN1S(=O)(=O)c1cc(F)ccc1F (stereo not drawn),-18%,.,1%,-6.4%,i,1.9,-0.4%,-14%,-7%,-43%[20 µM]
CN(C)CCCNC(=O)c1cc(C(=O)c2cccc(Cl)c2Cl)c[nH]1,3%,-5%,12%,-0.3%,i,0.4,2.4%,-9%,14%,-17%
Cc1cc(C)nc(SCc2csc(-c3ccccc3)n2)n1,-41%,1%,15%,1.9%,i,0.3,-1.8%,0%,-122%,6%
Cc1cc2nc(SC(C)C(=O)O)[nH]c2cc1C (stereo not drawn),7%,-4%,-4%,-1.2%,i,1.1,30%,-10%,17%,-22%
CCOC(=O)C1CCN(C(=O)NS(=O)(=O)c2ccc(C)cc2)CC1,-35%,4%,6%,0.1%,i,0.6,0.3%,-4%,10%,1%
CC(/C=C/C=C/c1ccccc1)=N\NC(=O)c1cccnc1,-7%,6%,4%,-3.1%,i,0.3,2.5%,-3%,9%,-2%

# Record cards (already shown):
# Listed for O=C(OCc1nnc(-c2ccccc2)o1)c1ccc(Cl)cc1 = NOD1 inhibition = -14%; Salmonella PhoP GFP = -1%; Siah-1 displacement = -6%; KOR beta-arrestin-1 = 3.6%; Myeloid diff 2 = i; Myeloid diff 2 GFP+ MAC1+ % = 0.1; HIV fusion peptide = -0.3%; LYP inhibition = -5%; HEK293 NOD2/NF-kB = 18%; KOR beta-arrestin-2 = -86%[20 µM]
# Listed for Cc1cc(C)nc(SCc2csc(-c3ccccc3)n2)n1 = NOD1 inhibition = -41%; Salmonella PhoP GFP = 1%; Siah-1 displacement = 15%; KOR beta-arrestin-1 = 1.9%; Myeloid diff 2 = i; Myeloid diff 2 GFP+ MAC1+ % = 0.3; HIV fusion peptide = -1.8%; LYP inhibition = 0%; HEK293 NOD2/NF-kB = -122%; KOR beta-arrestin-2 = 6%

# (cont.)
SMILES,NOD1 inhibition,Salmonella PhoP GFP,Siah-1 displacement,KOR beta-arrestin-1,Myeloid diff 2,Myeloid diff 2 GFP+ MAC1+ %,HIV fusion peptide,LYP inhibition,HEK293 NOD2/NF-kB,KOR beta-arrestin-2
CCOC(=O)C1CCCN(C(=O)Cc2c(F)cccc2Cl)C1 (stereo not drawn),2%,21%,2%,9.0%,i,6.2,0.6%,-10%,0%,-4%
Cc1cc(C)c(NC(=S)N(C)C)cc1C,7%,-12%,13%,2.4%,i,0.9,-0.2%,-9%,31%,-12%
CC1CCN(c2nnc(N)s2)CC1,-41%,5%,-1%,-1.1%,i,2.9,-0.3%,0%,-15%,25%
Cc1ccc(C)c(S(=O)(=O)NCc2ccc(C(=O)N3CCCCC3C)cc2)c1 (stereo not drawn),6%,13%,2%,-0.9%,i,0.8,-1.1%,-9%,16%,8%
CCOc1ccccc1OCCOc1ccc(F)cc1,-40%,9%,-1%,6.3%,i,0.6,3.1%,-7%,9%,-19%
O=C(c1ccccc1)c1cnc(Nc2ccc(Cl)c(Cl)c2)s1,10%,3%,3%,-1.6%,i,1.0,-4.3%,-4%,-19%,-63%
O=C(Nc1cccnc1)c1ccc(-c2ccc(Cl)cc2)o1,-13%,-9%,2%,3.4%,i,0.1,7.5%,-2%,-35%,-48%
CC1=C(C(=O)OCc2ccccc2)C(c2cccc([N+](=O)[O-])c2)NC(=O)N1CCCCCC(=O)O (stereo not drawn),-15%,5%,8%,-1.4%,i,1.7,8.0%,-1%,11%,22%
